Compound activity: PubChem, several laboratories
NFkB transloc pot: enhances IL-1B driven NFkB nuclear translocation | AID 819 | HUVEC IL-1B NFkB p65 nuclear translocation imaging | hit rate 0.3% among 94,000 | activation, % at 2 µM;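 active = activation above 40%, about the mean plus 3 SD, also judged a hit on visual image review; inconclusive = activation above 40% but not a hit on visual review; inactive = activation not above 40% and no visual hit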;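 note: percent activation is computed from the nuclear over cytoplasmic p65 intensity ratio; values of inactives mirror those of a sister screen read the other way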
NFkB transloc inh: blocks IL-1B driven NFkB nuclear translocation in HUVEC cells; AID 796; inhibition, % at 2 µM; hit rate 0.43% among 94,000; HUVEC IL-1B NFkB p65 nuclear translocation imaging;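 active = inhibition above about 30% together with a positive call from visual inspection of the well image, limit read from the data; inconclusive = inhibition above a set limit but visual check negative; inactive = inhibition not above a set limit, visual check negative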;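 note: nuclear over cytoplasmic p65 intensity ratio measured by imaging; 0% = IL-1B stimulated DMSO wells and 100% = unstimulated DMSO wells; values of inactives mirror those of a sister screen read the other way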
Bcl-B displacement: displacers of TR3 peptide from Bcl-B, primary screen, selectivity assay for Bfl-1 inhibitor project, biochemical, fluorescence polarization | FP displacement of FITC-TR3 peptide from Bcl-B; higher % means a stronger effect | displacement, % at 20 µM; hits with a dose series show IC50 in µM | hit rate 0.11% among 96,000;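 active = displacement above 50% at 20 µM plus a fluorescence interference ratio under 1.5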;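 note: plate controls were wells without compound for no effect and wells lacking Bcl-B protein for full effect; a part of the inactive calls stands beside numbers as strong as those of hits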
MRP reversal: reverses drug resistance mediated by MRP; H69AR cells + 2 uM doxorubicin, CellTiter-Glo, 72 h; differential viability (reversal), % at 10 µM; hit rate 0.04% among 85,000;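 active = viability drop by adding the cancer drug above about 55%, with treated viability meeting a 40% cutoff, limit read from the data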;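 note: viability without doxorubicin minus viability with 2 µM doxorubicin for each compound; larger differential means the compound sensitizes cells more to doxorubicin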
PLAP inhibition: inhibition of human placental alkaline phosphatase – biochemical, luminescence, HTS (AID 690). purified PLAP, luminescent substrate; higher % means a stronger effect. hit rate 0.08% among 96,000. inhibition, % at 20 µM, or IC50 in µM where a hit was titrated; in the data active = a potency from the dose series; inactive = the rest, 99 in 100 with inhibition below about 30%; note: strong numbers were not always called active
MRP reversal cytotoxicity: further read-out of MRP reversal, marked with its call; viability, %; H69AR cells, CellTiter-Glo, 72 h; measured here: cytotoxicity without doxorubicin
MRP reversal with doxorubicin: second read-out of MRP reversal, no call of its own (marks repeat the call); viability, %; measured here: viability with 2 uM doxorubicin; hits give low values
NFkB transloc inh cell count 2 µM: also measured in NFkB transloc inh; calls as there; cell count; measured here: cells passing quality filter;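 raw number of nuclei counted in each imaged well without normalization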
NFkB transloc pot cell count 2 µM: further read-out of NFkB transloc pot, marked with its call; cell count; measured here: cells passing quality filter
Numbers without * were called inactive; ? = inconclusive; . = no result given.

smiles	NFkB transloc pot	NFkB transloc pot cell count 2 µM	NFkB transloc inh	NFkB transloc inh cell count 2 µM	Bcl-B displacement	MRP reversal	MRP reversal cytotoxicity	MRP reversal with doxorubicin	PLAP inhibition
CC(C)(C)n1nnnc1C(c1ccccc1)N1CCc2ccccc2C1 (configuration not stated)	13	145	-13	145	0%	-2	87	89	9%
CC1CCCCN1CCNC(=O)C1CC(=O)N(c2ccc(F)c(Cl)c2)C1 (configuration not stated)	20	145	-20	145	5%	.	.	.	-72%
COc1cc2c(cc1NC(=O)CSCC(=O)O)oc1ccccc12	.	.	.	.	-3%	-10	90	101	-19%
O=C(Cc1ccc(F)cc1)Nc1ccc(F)c([N+](=O)[O-])c1	5	123	-5	123	-2%	.	.	.	7%
CCOc1ccc(OCC)c(NC(=O)CSc2nc3ccccc3c(=O)n2C)c1	-5	137	5	137	0%	2	98	96	-16%
N#Cc1ncc(C(F)(F)F)cc1Sc1ccc(N)cc1	-2	142	2	142	8%	-24	36	61	19%
O=C1c2ccccc2C(=O)N1c1ccccc1S(=O)C(F)(F)F (configuration not stated)	-1	120	1	120	3%	-5	96	101	21%
O=C(CSc1nnc(-c2ccco2)n1CC1CCCO1)c1ccccc1 (configuration not stated)	1	158	-1	158	-4%	-5	95	100	-44%
Cc1cc(NC(=O)c2ccco2)ccc1NC(=O)Cc1cccs1	15	125	-15	125	.	7	93	85	.
CN1C(=O)N(C)C2C1NC(=O)N2C (configuration not stated)	-4	186	4	186	10%	-14	91	105	2%
Cc1cc(NC(=O)CN2CCN(S(=O)(=O)c3ccc(Cl)cc3)CC2)no1	38	164	-38	164	0%	.	.	.	24%
CCOC(=O)Cc1cc(OC)c(OC)cc1Cc1cc(OC)c(OC)cc1CC(=O)OCC	11	146	-11	146	-5%	.	.	.	-40%
O=C(c1ccc(N2CCN(C3CC(=O)N(c4ccc(F)cc4)C3=O)CC2)cc1)c1cccnc1 (configuration not stated)	0	160	0	160	0%	24	98	74	-39%
Clc1ccc(COc2ccccn2)c(Cl)c1	11	103	-11	103	0%	0	101	101	2%
COc1ccc(-c2csc(NC(=O)CSc3nc(C)cs3)n2)cc1	1	78	-2	78	.	-11	61	73	.
CC(C)OCCCNC(=O)C(C)Oc1ccccc1 (configuration not stated)	-2	137	2	137	8%	0	80	79	16%
Cc1cc2ccccc2c(=O)n1CC(=O)NCC(=O)N1CCN(c2ccccc2)CC1	-8	68	8	68	-18%	5	106	101	-4%
O=C1CCCC2=C1C(O)(C(F)(F)F)C(=O)N2Cc1ccccc1 (configuration not stated)	1	146	-1	146	.	.	.	.	.
Cc1n[nH]c(C)c1S(=O)(=O)N1CCN(C2CCCCC2)CC1	-6	191	6	191	1%	13	99	86	-72%
COCCCNS(=O)(=O)c1ccc(Oc2ncc(C(F)(F)F)cc2Cl)cc1	5	150	-5	150	2%	.	.	.	-14%
CCOCC(=O)Nc1ccc(F)c(F)c1	-2	135	2	135	-8%	-2	88	90	-16%
CC(CN1CCCCC1)OC(=O)Cc1ccc(Cl)cc1 (configuration not stated)	-6	187	6	187	0%	.	.	.	-20%
Cc1noc(C)c1C(=O)Nc1ccc(F)c(F)c1	-4	179	4	179	0%	5	92	87	2%
Cc1ccc(Cn2nnc3c(=O)[nH]c(C4CCCN(S(=O)(=O)c5ccccc5)C4)nc32)cc1 (configuration not stated)	10	159	-10	159	5%	62	152	90	-12%
Cc1ccc(CN2CCN(/N=C/c3cc([N+](=O)[O-])ccc3Cl)CC2)cc1	1	85	-1	85	-3%	15	94	79	19%
COc1cccc(-n2c(=O)[nH]cc(C(=O)Nc3ccc(NC(C)=O)cc3)c2=O)c1	-4	158	4	158	-2%	14	106	92	9%
CCOC(=O)CC(=O)CSc1nc2cc(C)ccc2cc1C	-7	185	7	185	13%	-8	70	78	-5%
CCNC(=S)NNC(=O)c1csc(CC)c1	23	139	-23	139	.	-10	88	99	.
COc1ccc(C(=O)/C=C/N(C)C)cc1OC	-2	138	2	138	-2%	.	.	.	-9%
CC(C)c1ccc(C2C3CSCC=C3C(C#N)=C(N)C2(C#N)C#N)cc1 (configuration not stated)	13	73	-13	73	-144%	-1	1	2	-54%
CCOC(=O)C1=C(C)NC(=O)NC1c1ccc(OC)c(Cl)c1 (configuration not stated)	.	.	.	.	-4%	21	101	80	16%
COc1ccc(S(=O)(=O)N2CCCC(C(=O)Nc3cccnc3)C2)cc1Cl (configuration not stated)	-4	83	4	83	.	-1	80	81	.
COc1cccc2c(=O)cc(C)n(CC(=O)Nc3ccccc3C)c12	2	73	-2	73	-10%	3	90	87	-23%
Cc1occc1-c1nnc(SCC(=O)N2CCc3ccccc32)o1	-2	155	2	155	-10%	0	1	1	2%
O=C(CSc1nc2ccccc2c(=O)n1-c1ccc(F)cc1)NCc1ccco1	8	213	-8	213	22%	.	.	.	11%
Cc1ccccc1Cn1nc(C)c(NC(=O)c2nc3n(n2)C(C(F)F)CC(C)N3)c1C (configuration not stated)	-1	82	1	82	-6%	-9	86	95	-44%
CC(CNS(=O)(=O)c1cc(Cl)ccc1Cl)CN(C)C (configuration not stated)	16	149	-16	149	-4%	5	95	90	-34%
Cc1ccc(OCCCn2cc(C#N)c3ccccc32)cc1	-6	107	6	107	.	8	78	70	.
O=C(NCCSc1c[nH]c2ccccc12)c1ccco1	-3	73	2	73	0%	-29	51	80	22%
COC(=O)Cc1cc(=O)n2[nH]c(C(F)(F)F)nc2n1	-6	175	6	175	1%	-2	108	110	13%
CC(=O)N1CSCC1C(=O)N1CCN(c2ccc(N3CCOCC3)nn2)CC1 (configuration not stated)	-23	159	23	159	0%	0	91	90	-11%
CCOC(=O)C1(C)NC(c2ccco2)C2C(=O)N(c3ccc(C)cc3)C(=O)C21 (configuration not stated)	-6	92	6	92	.	8	76	68	.
CSCCC(NC(N)=O)C(=O)NCc1ccccc1Cl (configuration not stated)	2	177	-2	177	-1%	4	91	87	-13%
CC(C)C(=O)Nc1cccc(-c2nc3ccccc3c(=O)o2)c1	-6	76	6	76	.	-8	75	83	.
Cn1c(=O)n(CCOc2ccccc2Cl)c2ccccc21	-14	180	14	180	0%	-9	86	95	-74%
Cc1ccc(-c2cc(C(=O)Nc3ccccc3C)c3ccccc3n2)o1	7	99	-7	99	.	-14	85	99	.
COc1ccc(CCNC(=O)CN2C(=O)c3ccccc3S2(=O)=O)cc1	20	119	-20	119	.	.	.	.	.
O=C(Cn1cc2c(n1)CCCC2)NCc1cccnc1	.	.	.	.	-3%	-4	108	112	-20%
COCCNC(=O)c1ccc2c(c1)ncn2-c1ccc(F)c(F)c1	19	133	-19	133	-7%	15	85	70	-1%
CN(CCO)c1cc(Sc2nc3ccccc3s2)c2nonc2c1[N+](=O)[O-]	27	160	-27	160	4%	-39	4	43	21%

Additional results
smiles	NFkB transloc pot	NFkB transloc pot cell count 2 µM	NFkB transloc inh	NFkB transloc inh cell count 2 µM	Bcl-B displacement	MRP reversal	MRP reversal cytotoxicity	MRP reversal with doxorubicin	PLAP inhibition
CCOC(=O)N1CCN(c2nc(C)c3c(n2)CC(C)CC3=O)CC1 (configuration not stated)	40*	96*	-40	96	4%	.	.	.	-53%
CCNC(=O)CC1C(=O)N(c2ccc(F)cc2)C(=O)N1Cc1ccc(OC)cc1 (configuration not stated)	3	176	-3	176	0%	11	100	88	-15%
COc1ccc(CNc2n[nH]c(NCc3ccc(OC)c(OC)c3)n2)cc1OC	?	.	-46	137	-4%	10	94	83	-86%
N/C(CSc1nc(-c2ccccc2)c(-c2ccccc2)o1)=N\O	4	105	-4	105	-10%	-4	74	79	13%
O=C(COc1ccc(Cl)cc1)Nc1ccccc1CO	.	.	.	.	-6%	13	105	92	7%
Cc1ccc(-n2nc(-c3cccs3)cc2C(=O)NCC2CCCO2)c(C)c1 (configuration not stated)	18	116	-18	116	5%	-22	74	96	-38%
CCCCN(C(=O)Nc1ccc(Cl)cc1)C1CCN(C(C)=O)CC1	23	207	-23	207	-10%	4	91	87	-24%
Cc1ccc(OCc2cc(C(=O)Nc3ccccc3)oc2C)cc1	15	130	-15	130	-11%	21	93	72	-5%
CN1C(=O)N(C)C2(CC1(C)C)CC(C)(C)N(C)C(=O)N2C	5	195	-5	195	-9%	9	96	87	-14%
O=C(CCN1C(=O)c2ccccc2C1=O)Nc1ccc(-c2cn3ccsc3n2)cc1	31	120	-31	120	4%	-13	96	109	-4%
COc1ccccc1NC(=O)c1ccccc1NC(=O)c1cc(Cl)ccc1NC(=O)c1ccco1	1	168	-1	168	-18%	-2	77	79	-2%
c1ccc(NCc2nc(-c3ccccc3)no2)cc1	-7	106	7	106	-7%	24	106	82	37%
COc1ccc(/C=C2\N=C(SC)N(C)C2=O)cc1	2	148	-2	148	1%	.	.	.	2%
CCCNc1ncnc2c1cnn2-c1ccc(OC)cc1	0	129	0	129	6%	-10	66	76	.
N#CCCN1CCN(S(=O)(=O)c2ccc(C#N)cc2)CC1	17	123	-17	123	-9%	3	90	87	-1%
Cc1cnc(C(=O)OCC(=O)NC2CCCC(C)C2C)cn1 (configuration not stated)	15	160	-15	160	-5%	-9	91	100	0%
O=c1[nH]c(NCCO)nc2c1C1(CCCC1)Cc1ccccc1-2	17	140	-16	140	2%	-1	85	86	-13%
CCOc1ccc(-n2c(Cc3cc(=O)[nH]c(=O)[nH]3)nnc2SCc2cccnc2)cc1	8	136	-8	136	-3%	-7	95	103	-48%
O=C(NCc1ccco1)c1ccc(=O)oc1	.	.	.	.	-22%	-16	54	70	5%
CNC(=O)N(O)C1N(NC(=O)Nc2ccccc2)C(=S)SC1(C)C (configuration not stated)	24	179	-24	179	.	.	.	.	.
COc1cccc(NC(=O)C2CC(=O)OC23CCOC(C)(C)C3)c1 (configuration not stated)	.	.	.	.	-9%	1	87	86	-3%
COc1ccc(NC2=Nc3ccccc3N3C2=Nc2c(c(C)nn2-c2ccc(C)cc2)C3c2cccnc2)cc1 (configuration not stated)	-9	142	9	142	1%	3	103	100	-40%
Cc1cccc2sc(NC(=O)C3CCCN(S(=O)(=O)c4cccc5nonc45)C3)nc12 (configuration not stated)	-2	121	2	121	.	-18	65	82	.
CCOc1ccc(S(=O)(=O)NCCC(=O)OCN2C(=O)c3ccccc3C2=O)cc1	0	100	0	100	-2%	-27	74	101	-2%
CCc1nnc(NC(=O)CSc2nnc(-c3cc4ccccc4cc3O)n2CCOC)s1	-16	84	16	84	20%	0	97	97	-24%
CCN(CC)c1ccc(NC(=O)Nc2cccc(C(C)=O)c2)cc1	7	181	-8	181	-4%	-4	80	85	0%
O=C(NC1CCCCC1)c1ccc(N2CCCC2=O)cc1	40	135	-40	135	-2%	-3	89	91	14%
CC(=O)N1c2c(cc(Br)cc2S(=O)(=O)N2CCN(C(=O)c3ccco3)CC2)CC1C (configuration not stated)	0	166	0	166	.	8	80	72	.

This is a subset (hit frequency here may not be typical).
